# Screens deposited in PubChem BioAssay by several laboratories.
# CSM14.1 death rescue = rescue of cells from ER stress-induced death, primary screen, 384-well, CSM14.1, thapsigargin, ATP luminescence (AID 1222) | 190,000 tested, under 10 active | cellular ATP content (survival), % at 20 µM, or EC50 in µM where a hit was titrated | CSM14.1 thapsigargin-induced death rescue, ATP luminescence; higher % means a stronger effect;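 active = EC50 below 50 µM in the dose-response confirmation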;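 note: death triggered by thapsigargin at about 15 µM added after 2 h compound pretreatment; cell ATP read after overnight thapsigargin exposure of roughly 18 to 22 hours; normalized against plate controls of thapsigargin alone and 5% DMSO vehicle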
# b-catenin transl = beta-catenin nuclear translocation modulation; nuclear translocation activity, % at 5 µM; actives 0.3% (n = 190,000); AID 1665; HeLa beta-catenin nuclear translocation, immunofluorescence imaging;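 active = nuclear translocation activity above 50% at 5 µM, with a well cell count of 50 or more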;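 note: per-cell ratio of nuclear to cytoplasmic median beta-catenin stain intensity; plate controls were DMSO negative control for no effect and GSK-3 inhibitor IX positive control for full effect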
#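 Technique: fluorescence imaging of beta-catenin antibody stain plus DAPI / Material: human HeLa cell line / Incubation: compound treatment 24 h, 37°C, 5% CO2 / Read-out basis: % activation of per-cell nuclear versus cytoplasmic median beta-catenin signal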
# PhoP inhibition = inhibitors of PhoP regulon expression, primary screen, Salmonella Typhimurium, GFP reporter (AID 1863) | S. Typhimurium PhoP-regulated promoter GFP reporter, 4 h; higher % means a stronger effect | inhibition, % at 50 µM; hits with a dose series show IC50 in µM | actives 0.16% (n = 300,000);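 active = inhibition over 29.93%, a cutoff 3 SD above the screen mean, later confirmed by dose response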;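 note: 0% = low Mg2+ inducing control and 100% = high Mg2+ repressing control; strong numbers were not always called active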
# Hep lipid drop = hepatic lipid droplet formation modulation | AML12 mouse hepatocytes, oleate lipid droplets, BODIPY imaging | inhibition, % at 6.5 µM | actives 0.4% (n = 240,000) | AID 1656;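 active = lipid droplet intensity inhibited by at least 50%, with more than 500 cells counted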
#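 System: AML12 hepatocytes (mouse). Probe or stimulus: oleic acid at 100 µM to induce lipid droplet formation. Times: overnight treatment with compound plus oleate. Detection: Image-based BODIPY and DAPI two-channel analysis. Evaluation: percent inhibition of filter-corrected integrated lipid droplet intensity per well.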
# MT stabilizer = microtubule stabilization, imaging screen | HeLa tubulin immunostaining HCS, 24 h; share of cells brighter than vehicle mean+2SD | % tubulin-high responders, % at 10 µM | actives 0.83% (n = 200,000);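 active = plate Z-score above 3 for both tubulin-high and condensed-nucleus cell shares, with cell loss under 80%, at 10 µM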;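 note: anti alpha tubulin signal scored within the nucleus-defined area of each cell; some results filed as inactive read as strong as hits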
# Autophagy HCS = alters autophagy in cells; actives 0.98% (n = 190,000); calls only at 10 µM (by protocol); AID 463193; MEF GFP-LC3 puncta imaging; test concentration mostly 10 µM;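 active = percentage of spot-positive cells more than 3 SD above its plate mean, without a fluorescence outlier flag or 80% toxicity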;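 note: spot-positive cell cutoff set from DMSO-treated cells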
# Dynein cargo inh = dynein cargo transport inhibition | 3617.4 mouse cells, GR-EGFP nuclear translocation imaging; test concentration mostly 20 µM; stimulated with dexamethasone, 1 µM; stronger effect = lower value | z-score, hits read low | actives 0.47% (n = 220,000);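 active = plate z-score of nuclear minus cytoplasmic receptor signal below a set negative limit, without overly bright fluorescence or cell loss, cut at about -3.5 in these data, passing the limit was not always enough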;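 note: z-score of nuclear minus cytoplasmic ring GR-EGFP intensity difference per well; some compounds called inactive have numbers as strong as hits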
#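 Buffer or medium: tetracycline-free induction medium containing charcoal-stripped FBS / Reagent: dexamethasone agonist, 1.0 µM final, for 30 min / Technique: automated 10x imaging of fixed Hoechst-stained cells / Times: induction 48 h, compound 1 h, agonist 30 min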
# T cell modulator = T cell immune modulation candidate; 2C CD8+ T cell-vesicle binding, flow cytometry; stronger effect = lower value; calls only at 7 µM; actives 0.068% (n = 330,000);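 active = response, share of CD8 T cells binding vesicles, and their 90th percentile fluorescence all below set limits, cut at about 80% in these data, passing the limit was not always enough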
#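 System: murine 2C transgenic CD8+ T lymphocytes; also added: QL9-loaded Drosophila micro-vesicles; times: binding 1.5 h at 37 °C; measured by: flow cytometry, PE anti-B7-1 (FL2) versus Alexa647 anti-CD8 (FL8), PFA-fixed; control set: Peptide-free naked vesicles (low) and QL9 vesicles with 0.7% DMSO vehicle (high)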
# Ins promoter up = MIN6 insulin promoter up-regulation; MIN6 insulin promoter-GFP reporter, high-content imaging; stronger effect = higher value; z-score at 5 µM; actives 0.3% (n = 190,000); AID 1625;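 active = z-score above 3 at 5 µM with at least 500 cells counted in the well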
# Dynein cargo inh cytoplasmic EGFP = further read-out of Dynein cargo inh, marked with its call; z-score; measured here: cytoplasmic GR-EGFP intensity; stronger effect = higher value
# Dynein cargo inh nuclear GR-EGFP = also measured in Dynein cargo inh; calls as there; z-score; measured here: nuclear GR-EGFP intensity;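 lower value marks the stronger effect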
# Dynein cargo inh cell count = also measured in Dynein cargo inh; calls as there; z-score; measured here: cell count per field
# Ins promoter up cell count = further read-out of Ins promoter up, marked with its call; cell count; measured here: cytotoxicity, nuclei count;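 total cells summed across four imaged fields per well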
# Hep lipid drop cells 6.5 µM = recorded beside Hep lipid drop, whose call it bears; cell count; measured here: cell count, cytotoxicity flag;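 cells counted across two imaged fields per well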
# b-catenin transl cell count 5 µM = second read-out of b-catenin transl, no call of its own (marks repeat the call); cell count; measured here: cell count, cytotoxicity flag
# T cell modulator vesicle-bound % = recorded beside T cell modulator, whose call it bears; double positive events, %; measured here: CD8+ vesicle-bound cell fraction;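 binding gate set so that unloaded-vesicle control wells show 10% double positive cells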
# MT stabilizer Hoechst-high % = further read-out of MT stabilizer, marked with its call; % Hoechst-high responders; measured here: nuclear condensation Hoechst responders;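 share of cells brighter than vehicle mean plus two SD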
# MT stabilizer cytotoxicity % = second read-out of MT stabilizer, no call of its own (marks repeat the call); toxicity, %; measured here: cytotoxicity by cell density;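 0% = mean cell density of plate MIN control wells and 100% = no cells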
# Autophagy HCS cell loss 18 h = recorded beside Autophagy HCS, whose call it bears; toxicity, %; measured here: cell loss, nuclei count;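 cell loss after 18 h compound exposure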
# * = called active by the depositor; i = inactive; nt = not tested or not shown; + = active, no number.
SMILES,CSM14.1 death rescue,b-catenin transl,b-catenin transl cell count 5 µM,PhoP inhibition,Hep lipid drop,Hep lipid drop cells 6.5 µM,MT stabilizer,MT stabilizer Hoechst-high %,MT stabilizer cytotoxicity %,Autophagy HCS,Autophagy HCS cell loss 18 h,Dynein cargo inh,Dynein cargo inh cytoplasmic EGFP,Dynein cargo inh nuclear GR-EGFP,Dynein cargo inh cell count,T cell modulator,T cell modulator vesicle-bound %,Ins promoter up,Ins promoter up cell count
CCOc1cccc2cc(C(C)=O)oc12,-1.7%,2.1,1138,-7%,3,761,1.2,2.5,0.3,i,4,-0.027,-0.32,-0.05,-0.039,i,34,0.67,1223
CC(C)[C@@H]1NC(=O)c2cc([N+](=O)[O-])cc(I)c2NCCCC[C@@H](C(=O)NC(CC(=O)O)C(N)=O)NC(=O)[C@H](CO)NC1=O (stereo partly specified),-2.5%,nt,nt,6%,-2,736,2.4,2.5,7.1,i,-7,3.1,-0.19,1.5,-1.2,nt,nt,2.4,1374
Cc1cccc(-c2nc3ccccc3c3nncn23)c1,1.0%,-1.8,1121,12%,nt,nt,3.2,1.8,5.4,i,8,1.9,-0.17,0.8,-0.82,i,52,-0.16,1076
COc1nc(C)nc2c1sc(=S)n2C,-1.2%,-0.4,1389,5%,nt,nt,5.8,2.9,8.2,i,16,-0.37,-0.2,-0.025,0.12,i,25,1.8,1279
O=c1c2c(-c3ccc(Cl)cc3)csc2nc2n1CCC2,3.8%,-1.4,1373,3%,nt,nt,4.1,2.7,4.8,i,-23,-0.21,-0.22,0.43,1.5,i,61,-0.2,1620
CCc1nc2cc(C)nn2c2nc3ccccc3n12,3.0%,-3.5,839,7%,nt,nt,1.8,5.3,8.5,i,4,0.075,0.045,0.22,0.16,i,25,0.06,1348
CC/S(CC1CC1(Cl)Cl)=N\S(=O)(=O)c1ccc(C)cc1 (stereo unspecified),2.6%,-0.5,1134,2%,15,818,1.4,1.6,11,i,-5,-0.81,0.087,-0.26,0.83,i,30,nt,nt
Cc1cccc(CSCc2ccc(C(=O)NC3CCCC3)o2)c1,0.3%,-0.1,1057,-7%,-44,729,3.1,1.5,15,i,11,1.9,-0.22,1.2,-0.9,i,39,-0.65,1202
CCOc1cc(/C=C2/NC(=O)NC2=O)cc(Br)c1OCc1ccc(C(=O)O)cc1,0.3%,0.2,1064,-2%,14,726,3.5,2.3,4.6,+,0.3*,-0.72,0.0099,-0.47,0.65,i,57,1.7,951
Cc1cc(C)cc(NC(=S)N2CCN(CCO)CC2)c1,-0.8%,5.3,494,7%,-8,529,3.2,1.6,1.3,i,4,-0.9,-0.3,-0.72,0.81,i,42,0.25,1215
N=c1c2cn[nH]c2nc(SCC(=O)c2ccc(Br)cc2)n1-c1ccc(Br)cc1,-0.1%,-2.8,1066,1%,-13,693,4.2,2.1,5.8,i,-1,0.14,-0.28,0.09,0.66,i,32,-0.01,1246
O=C(CCCOc1ccc(Cl)cc1Cl)NCCCO,-2.6%,nt,nt,-6%,-1,772,3.1,3.7,5.9,i,23,-0.096,-0.25,0.16,0.34,i,29,-0.01,1196
O=C(NCc1ccncc1)C(=O)Nc1nc(C23CC4CC(CC(C4)C2)C3)cs1,-1.4%,nt,nt,-6%,-14,542,3.1,1.4,3.8,i,2,-0.6,-0.27,-0.51,0.49,i,52,0.38,1313
CCC(Sc1nc2ccccc2o1)C(=O)O (stereo unspecified),-0.3%,1.0,1088,-2%,18,704,3.4,2.6,7.4,i,-1,0.059,-0.25,0.25,0.31,i,5,-0.04,1242
Cc1ccc(-n2ccc(=O)c(C(=O)O)n2)cc1,0.3%,-1.1,1165,-3%,23,721,1.3,1.3,7.6,i,-9,-0.77,-0.14,-0.21,0.56,i,30,nt,nt
CCn1cc(CNC(=O)c2ccc(Cl)c([N+](=O)[O-])c2)c(C)n1,4.6%,-0.2,1128,-5%,-13,641,1.6,3.3,5.5,i,5,0.33,-0.027,0.42,-1.1,i,1,-0.22,1463
COc1ccc(Cl)cc1NC(=O)CN(C)CC(=O)Nc1ccc(Br)cc1,0.1%,nt,nt,-2%,-2,743,1.9,2.5,9.2,i,-3,1.1,-0.33,0.06,-1.6,i,42,-0.32,1223
CCSc1nnc(NC(=O)[C@@H](NC(=O)c2ccc(C(C)(C)C)cc2)C(C)C)s1,-7.6%,-1.0,546,-2%,-14,589,3.1,2.0,3.5,i,3,1.6,0.44,0.9,-1.3,i,43,0.18,1177
Cc1ccccc1C(=O)N1CCN(c2nc(N3CCOCC3)nc(N3CCOCC3)n2)CC1,-3.5%,nt,nt,-14%,4,766,2.3,1.4,19,i,-1,-0.88,-0.2,-0.21,-0.13,i,60,-0.04,1351
Cc1nnc(SCC(=O)N/N=C/c2cn(-c3ccccc3)nc2-c2ccccc2)n1-c1ccccc1,-1.3%,0.7,1265,-2%,nt,nt,1.7,0.8,7.2,i,0,-0.9,0.014,-0.57,1.2,i,38,-0.15,1477
CC(=O)N(c1ccccc1)c1c(F)c(F)c(F)c(F)c1F,nt,-0.7,1046,2%,-22,615,2.1,2.7,11,i,-4,-0.61,-0.25,-0.26,0.49,i,9,0.85,1185
COc1ccc(N(CC(=O)Nc2cccc(N(C)S(C)(=O)=O)c2)S(=O)(=O)c2ccc(F)cc2)cc1,nt,0.2,1305,-11%,-15,726,nt,nt,nt,nt,nt,-0.59,-0.2,0.13,0.0033,i,24,-0.14,1031
COc1cccc(C(=O)COc2cccc(NC(=O)c3cccc([N+](=O)[O-])c3)c2)c1,0.4%,-2.3,1462,-3%,nt,nt,0.8,1.0,4.5,i,6,-0.5,-0.21,-0.32,0.51,i,23,-1.2,1259
Cn1c(Cl)c(/C=N/OC(=O)C2CC2)c2ccccc21,0.0%,-4.0,1137,7%,-24,661,1.9,1.5,0.8,i,-25,-0.77,-0.32,-0.35,0.88,i,54,0.13,1573
CCOC(=O)N1CCN(c2nc(C)c3c(n2)CC(C)CC3=O)CC1 (stereo unspecified),3.0%,-2.2,923,-1%,nt,nt,1.4,2.2,14,i,15,-0.32,-0.26,-0.022,1.1,i,54,nt,nt
COc1ccc(C(O)P(=O)(OCC(C)C)OCC(C)C)c(OC)c1 (stereo unspecified),3.4%,-0.5,905,9%,-30,652,3.9,1.3,0.3,i,16,2,-0.22,1.3,-1.5,i,43,0.04,1447
CCOC(=O)c1sc(NC(=O)Nc2ccc(Cl)cc2)nc1C,-1.5%,1.0,1313,6%,nt,nt,2.5,1.3,2.3,i,17,1.4,-0.2,0.1,-0.7,i,12,1.3,1361
CCN(CC)c1ccc(CN2CCCCCC2)cc1,-0.9%,-2.3,1417,6%,nt,nt,1.5,1.5,2.9,i,-1,-0.28,-0.13,0.014,0.25,i,51,0.66,1571
CC(=O)c1sc(NC(=O)c2ccccc2F)nc1C,-4.8%,0.8,1095,12%,10,645,2.1,4.0,7.0,i,-5,3.4,-0.14,2.2,-1.1,i,43,0.2,1924
COc1cccc(N2CC(O)=C(c3ccccc3)C2=N)c1,-0.8%,1.2,1442,-5%,nt,nt,2.6,2.4,3.7,i,-6,1,-0.19,0.59,-0.31,i,21,-0.13,1283
CC(CNc1ccc([N+](=O)[O-])c2cccnc12)Nc1c([N+](=O)[O-])cc(C(F)(F)F)cc1[N+](=O)[O-] (stereo unspecified),-3.0%,5.2,446,15%,26,604,4.5,1.9,1.6,i,30,0.52,-0.26,0.73,-0.35,i,3,-0.25,987
CCN1C(=O)/C(=C/N2CC(C)CC(C)C2)SC1=S (stereo unspecified),-0.3%,-0.5,1182,30%,nt,nt,3.7,1.8,4.7,i,-1,-0.39,-0.22,0.044,-0.17,i,4,nt,nt
Nc1nc2nonc2nc1N1CCCCC1,0.8%,-6.9,936,6%,nt,nt,1.2,1.0,0.7,i,-7,-0.35,0.11,-0.33,1.1,i,32,0.53,1216
COCCn1c(-c2ccccc2)cnc1SCC(=O)Nc1cccc2ccccc12,-2.9%,-2.0,1024,20%,16,617,1.3,3.8,9.9,i,3,0.43,-0.21,0.11,-0.076,i,43,1.2,1416

# Compound profiles (already shown). Values in the order: CSM14.1 death rescue, b-catenin transl, b-catenin transl cell count 5 µM, PhoP inhibition, Hep lipid drop, Hep lipid drop cells 6.5 µM, MT stabilizer, MT stabilizer Hoechst-high %, MT stabilizer cytotoxicity %, Autophagy HCS, Autophagy HCS cell loss 18 h, Dynein cargo inh, Dynein cargo inh cytoplasmic EGFP, Dynein cargo inh nuclear GR-EGFP, Dynein cargo inh cell count, T cell modulator, T cell modulator vesicle-bound %, Ins promoter up, Ins promoter up cell count
# CCN1C(=O)/C(=C/N2CC(C)CC(C)C2)SC1=S (stereo unspecified) in the list: -0.3%, -0.5, 1182, 30%, nt, nt, 3.7, 1.8, 4.7, i, -1, -0.39, -0.22, 0.044, -0.17, i, 4, nt, nt
# CC(CNc1ccc([N+](=O)[O-])c2cccnc12)Nc1c([N+](=O)[O-])cc(C(F)(F)F)cc1[N+](=O)[O-] (stereo unspecified) in the list: -3.0%, 5.2, 446, 15%, 26, 604, 4.5, 1.9, 1.6, i, 30, 0.52, -0.26, 0.73, -0.35, i, 3, -0.25, 987

# An unsorted share of the library. About 3% of those tested had a hit in this group.
